Bioassay records deposited in PubChem by National Center for Advancing Translational Sciences (NCATS).
GAA glycogen mod: GAA glycogen-cleavage inhibition or activation. Potency, µM (highest dose often 76.4 µM), for the others: top-dose activity change, negative = inhibition, actives largely listed as inhibitors. actives 0.38% (n = 300,000). P10253. AID 2100. recombinant GAA, glycogen substrate, Amplex Red glucose oxidase fluorescence; active means well fitted inhibition curve with a large enough effect; inconclusive means small, poorly fitted or top-dose-only effect, or another doubt; inactive means no such curve, though single readings can be large or run the other way;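 further: 0% = full enzyme reaction and -100% = no-enzyme basal signal; the screen sought inhibitors and activators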
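Natural-substrate format: glycogen cleavage by 4 nM human enzyme, glucose read by Amplex Red coupling (Ex 573, Em 610 nm). Normalized to enzyme and no-enzyme controls.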
* hit, by the source's call; ? = inconclusive; [ ] = remark or other dose. Potency means the concentration at half of the fitted maximal effect. An excerpt. The share of hits here may be higher or lower than overall.

SMILES	GAA glycogen mod
CS(=O)(=O)c1ccc2nc(NC(=O)Nc3ccccc3F)sc2c1	1%[76.3 µM]
COc1ccc(CCNS(=O)(=O)c2ccc(Br)s2)cc1	-8%[76.3 µM]
CC(=O)c1ccc(NC(=O)CCNS(=O)(=O)c2ccccc2F)cc1	2%
Cc1ccccc1CNC(=O)CCCC(=O)n1nc(C)c2ccccc21	6%[76.3 µM]
COC(=O)C(CC(=O)c1ccc(C)cc1)n1nc(C)cc1C (centres undefined)	1%[76.3 µM]
Cc1ccc(-n2nc3c(N4CCC(C(=O)NCc5cccc(F)c5)CC4)nnc(C)c3c2C)cc1	-22%[76.3 µM]
Cc1c(OC(C)C(=O)NCC2CCC(C(=O)O)CC2)ccc2c(-c3ccccc3)cc(=O)oc12 (centres undefined)	-11%[76.3 µM]
CCN(CCCNC(=O)c1cc2c(-c3cccc(OC)c3)nn(C)c2s1)Cc1ccccc1	3%
Cc1ccc(C)c(CSCc2nc3ccccc3[nH]2)c1	5%
Cc1ccc(S(=O)(=O)c2ncccc2N)cc1	-1%
COc1ccc(S(=O)(=O)NCC(c2cccnc2)N2CCN(C)CC2)cc1OC (centres undefined)	1%[76.3 µM]
CC1C(=O)N(Cc2ccccc2)c2ccccc2N1C(=O)c1ccccc1 (centres undefined)	8%
COc1ccc(S(=O)(=O)N2CCCC(C(=O)NCCN3CCOCC3)C2)cc1C (centres undefined)	-3%
CC1CC(C)CN(S(=O)(=O)c2ccc(C(=O)Nc3nnc(C4CC4)o3)cc2)C1 (centres undefined)	-10%[76.3 µM]
CCCc1cc(=O)oc2cc(OCC(=O)NCCCN3CCOCC3)ccc12	-7%[76.3 µM]
Cc1ccc2[nH]cc(CCNC(=O)C3CCCO3)c2c1 (centres undefined)	4%[76.3 µM]
COCc1c(C(=O)N/N=C\c2ccccn2)nnn1-c1nonc1N	9%
COc1ccc(N(C(=O)Cc2cccs2)C(C(=O)NC2CCCC2)c2ccncc2)cc1OC (centres undefined)	-9%
Cc1ccc(C(=O)C(C)OC(=O)c2nc(Cl)ccc2Cl)cc1 (centres undefined)	7%[76.3 µM]
CC(C)c1nnc(NC(=O)CCC(=O)N2CCN(c3ccc(Cl)cc3)CC2)s1	-26%[76.3 µM]
O=C1CNC(=S)N1Cc1cccc(Cl)c1	-6%
CCCCN(CCO)c1ncnc2sc(-c3ccccc3)cc12	-7%
N#Cc1cnc(Oc2ccc(Cl)cc2)nc1N	2%
CCn1cc(CN2CCC(n3nccc3NC(=O)c3ccccc3C)CC2)c(C)n1	-1%[76.3 µM]
CC1CCC(NC(=O)C(=O)Nc2ccc3c(c2)OCO3)CC1 (centres undefined)	-4%[76.3 µM]
Cc1ccc(CC2C(=O)N(c3ccc(F)cc3)C(=O)C2C)cc1 (centres undefined)	1%[76.3 µM]
CCOc1ccc(S(=O)(=O)NCCCn2ccnc2)cc1NC(C)=O	-5%[76.3 µM]
CN1C2CCC1CC(NS(=O)(=O)c1ccc(C#N)cc1)C2 (centres undefined)	-7%[76.3 µM]
O=C(Cc1cccs1)Nc1ccc(F)c(F)c1	1%[76.3 µM]
COc1ccc(C(=O)Cn2c(=O)oc3ccc(C)cc32)cc1	-1%

An excerpt from above in order of count of non-hydrogen atoms, rising:
SMILES	GAA glycogen mod
O=C1CNC(=S)N1Cc1cccc(Cl)c1	-6%
O=C(Cc1cccs1)Nc1ccc(F)c(F)c1	1%[76.3 µM]
Cc1ccc2[nH]cc(CCNC(=O)C3CCCO3)c2c1 (centres undefined)	4%[76.3 µM]
CN1C2CCC1CC(NS(=O)(=O)c1ccc(C#N)cc1)C2 (centres undefined)	-7%[76.3 µM]
COc1ccc(C(=O)Cn2c(=O)oc3ccc(C)cc32)cc1	-1%
Cc1ccc(CC2C(=O)N(c3ccc(F)cc3)C(=O)C2C)cc1 (centres undefined)	1%[76.3 µM]
CCOc1ccc(S(=O)(=O)NCCCn2ccnc2)cc1NC(C)=O	-5%[76.3 µM]
CC1C(=O)N(Cc2ccccc2)c2ccccc2N1C(=O)c1ccccc1 (centres undefined)	8%
CC1CC(C)CN(S(=O)(=O)c2ccc(C(=O)Nc3nnc(C4CC4)o3)cc2)C1 (centres undefined)	-10%[76.3 µM]
COc1ccc(S(=O)(=O)N2CCCC(C(=O)NCCN3CCOCC3)C2)cc1C (centres undefined)	-3%
CCn1cc(CN2CCC(n3nccc3NC(=O)c3ccccc3C)CC2)c(C)n1	-1%[76.3 µM]
COc1ccc(N(C(=O)Cc2cccs2)C(C(=O)NC2CCCC2)c2ccncc2)cc1OC (centres undefined)	-9%

Carrying on:
SMILES	GAA glycogen mod
CCN(CC)C(=O)Cn1cc(C(=O)C(=O)N2CCN(Cc3ccc4c(c3)OCO4)CC2)c2ccccc21	-3%[76.3 µM]
COC(=O)c1ccc(N2NC(=O)/C(=C/c3cc(OC)c(O)c(OC)c3)C2=O)cc1	?
Cc1ccc(NC(=O)CNC(=O)c2ccco2)c(Cl)c1	1%
CCOc1ccccc1N(CC(=O)NC1CCCC1)C(=O)CNC(=O)c1cccs1	7%[76.3 µM]
Cc1onc(-c2ccccc2)c1C(=O)Nc1ccc(C(=O)N2CCCCC2)cc1	9%[76.3 µM]
Cc1ncc(CSc2ccc(Cl)cc2)c(CO)c1O	2%
COc1ccc(C(=O)OC(C)C(=O)NC(C)CCc2ccccc2)c(OC)c1 (centres undefined)	-6%
O=C(CN1C(=O)NC2(CCCC2)C1=O)OCCOc1ccccc1	-11%[76.3 µM]
COc1ccc(Br)c(C(=O)NCC2CCCCC2)c1	1%
COc1ccccc1C(NC(=O)CC(C)C)c1c(O)ccc2ccccc12 (centres undefined)	-6%[76.3 µM]
COc1ccc(CNC(=O)C2=CC(c3ccc(OC)cc3)=NS(=O)(=O)N2C)cc1	-5%[76.3 µM]
Cc1cc(NC(=O)CCN2CCCCC2)ccc1Br	5%[76.3 µM]
COc1ccc(NC(=O)CSc2nc3sc(C)cc3c(=O)n2C)cc1	1%
CC(CNC(=O)CCC(=O)N1CCOc2ccc(Cl)cc21)c1ccccc1 (centres undefined)	-14%[76.3 µM]
COc1ccc(N(CC(=O)N2CCC(C(N)=O)CC2)S(=O)(=O)c2ccccc2)cc1	-1%
O=C(CC(=O)Nc1ccc(Cl)cc1)N/N=C\c1cccc(F)c1	1%
CS(=O)(=O)Cc1cccc(C(=O)NN(c2ccccc2)c2ccccc2)c1	1%
CCCOc1ccc(Cc2c(O)nc(N)[nH]c2=O)cc1C	-2%
CNC(=O)CC1C(=O)N(c2ccc(F)cc2)C(=S)N1NC(=O)c1ccc(Br)cc1 (centres undefined)	?
CCCn1cc(S(=O)(=O)c2ccccc2)c(=O)c2cc(F)c(N3CCN(C)CC3)cc21	-9%[76.3 µM]
C=CCn1c(=N)c(S(=O)(=O)c2ccc(C)c(C)c2)cc2c(=O)n3ccccc3nc21	-5%[76.3 µM]
COc1ccc(N2CCN(c3nc4ccccn4c(=O)c3/C=C(\C#N)S(=O)(=O)c3ccccc3)CC2)cc1	7%[76.3 µM]
COc1ccc(S(=O)(=O)n2nc(C)c(S(=O)(=O)N3CCOCC3)c2C)cc1OC	0%[76.3 µM]
O=C(O)CCNc1nc(-c2ccccc2)c2cc(Br)ccc2n1	-8%
Cc1ccc2nc3c(c(Nc4cccc(O)c4)c2c1)CCC3	-2%
Cc1ccc(-c2c(C(=O)N/N=C/c3ccc(OC(C)C)cc3)nnn2-c2nonc2N)cc1	-9%[76.3 µM]
Cn1c(=O)[nH]c(=O)c2c1nc(SCC(=O)O)n2Cc1ccccc1	1%[76.3 µM]
COc1ccc(Cl)cc1N1C(=O)c2cccnc2C1=O	-19%
CCOCCCNC(=O)c1ccc(NC(=O)C2CCCO2)cc1 (centres undefined)	9%
COCCNC(=O)c1ccc(CS(=O)(=O)c2ccccc2C)o1	-2%

Next part (five carried over from the part before).
SMILES	GAA glycogen mod
Cc1ccc(-c2c(C(=O)N/N=C/c3ccc(OC(C)C)cc3)nnn2-c2nonc2N)cc1	-9%[76.3 µM]
Cn1c(=O)[nH]c(=O)c2c1nc(SCC(=O)O)n2Cc1ccccc1	1%[76.3 µM]
COc1ccc(Cl)cc1N1C(=O)c2cccnc2C1=O	-19%
CCOCCCNC(=O)c1ccc(NC(=O)C2CCCO2)cc1 (centres undefined)	9%
COCCNC(=O)c1ccc(CS(=O)(=O)c2ccccc2C)o1	-2%
COC(=O)CCCC(=O)NC1CCCN(C2Cc3ccccc3C2)C1 (centres undefined)	17%[76.3 µM]
CSc1cccc(NC(=O)C2CCCN(c3ncnc4c3nc3n4CCCCC3)C2)c1 (centres undefined)	-2%[76.3 µM]
CC1CCN(C(=O)CSc2nnc3c(n2)[nH]c2ccc(F)cc23)CC1	4%
COc1ccc(NC(=O)CCCC2CCCCC2)c(OC)c1	0%[76.3 µM]
COc1cc2c(cc1OC)C(C)N(C(=O)c1ccc(C)o1)CC2 (centres undefined)	0%
COc1cc(OC)cc(C(=O)N2CCCC(c3nc(-c4ccc(C)o4)no3)C2)c1 (centres undefined)	9%
CN(CCOc1ccccc1Cl)Cc1ccccc1	-7%[76.3 µM]
COc1ccc(C(=O)CSc2nc(C)cc(C)n2)cc1C	-4%[76.3 µM]
CCCCC1(C(=O)OC)NC(c2ccc(O)cc2)C2C(=O)N(c3ccccc3)C(=O)C21 (centres undefined)	-5%[76.3 µM]
Cc1ccc(OCC(=O)N2CCc3ccccc3C2)c(Br)c1	0%
CCOC(=O)CCNC(=O)N1CCCC(N2CCN(c3ccc(OC)cc3)CC2)C1 (centres undefined)	-7%[76.3 µM]
O=C(Nc1ccc(N2CCN(C(=O)c3ccc(Cl)cc3)CC2)cc1)c1cccs1	0%[76.3 µM]
CCCC(C(=O)NCCC(C)C)N(Cc1ccc(OC)cc1)C(=O)c1snc(C(N)=O)c1N (centres undefined)	-6%[76.3 µM]
O=C(Nc1ccccc1Cl)Nn1cnnc1	-7%[76.3 µM]
N#Cc1ccccc1OCCCN1CCC(Cc2ccccc2)CC1	4%[76.3 µM]
COc1ccc(C(=O)N/C(=C\c2ccc(Cl)cc2)C(=O)NCC2CCCO2)cc1 (centres undefined)	7%[76.3 µM]
CC(=O)Oc1cc(O)c2c(c1)OC(c1ccc(OC(C)=O)c(OC(C)=O)c1)C(OC(C)=O)C2=O (centres undefined)	0%
COc1cccc(CNC(=O)Cn2nc(C)c([N+](=O)[O-])c2C)c1	-19%[0.611 µM]
Cc1ccc2c(c1)c1nnc(SCC(=O)Nc3ccc(N(C)C)cc3)nc1n2CC(=O)O	-4%[76.3 µM]
Cc1ccc(NS(=O)(=O)c2ccc3c(c2)CC(=O)N3)cc1C	12%[76.3 µM]
CCCc1cc(=O)[nH]c(SCC(=O)Nc2cccc3ccccc23)n1	-3%
O=[N+]([O-])c1ccc2nc(Cl)nc(-c3ccccc3)c2c1	4%
COc1cc(Nc2c3c(nc4ccccc24)CCC3)cc(OC)c1OC	1%
O=C(Oc1ccc(Br)cc1C(=S)N1CCOCC1)c1ccc([N+](=O)[O-])cc1[N+](=O)[O-]	-1%
CCn1nc(C)cc1C(=O)NC1CCCc2c1cnn2-c1ccc(C)c(C)c1 (centres undefined)	-7%[76.3 µM]
CN(Cc1ccc(C(F)(F)F)cc1)C(=O)c1ccc2ccccc2n1	-22%
CCC(Sc1nc2ccncc2[nH]1)C(=O)Nc1ccc(C)c(Cl)c1 (centres undefined)	9%[76.3 µM]
CCOc1ccc(CN(C)Cc2cc(=O)oc3cc(C)c(Cl)cc23)cc1	-6%
COc1cccc(CN2C(=NC(=O)C3CC3)SC3CS(=O)(=O)CC32)c1 (centres undefined)	-14%[76.3 µM]
Cc1cc(C)c2c(=O)cc(C(=O)NCc3ccccc3)oc2c1	-4%
CC(C)(C)NC(=O)CN(C(=O)CNS(=O)(=O)c1ccc(Cl)cc1)c1ccc2c(c1)OCCO2	1%
NC(=O)c1nsc(C(=O)N(c2ccccc2)C(C(=O)NCc2ccc(F)cc2)c2ccc(O)cc2)c1N (centres undefined)	11%
CCCOc1ccc(-c2c(C(=O)N/N=C/c3ccccc3OCC)nnn2-c2nonc2N)cc1	-16%[76.3 µM]
CC(c1ccccc1)N1CC(C(=O)Nc2nccs2)CC1=O (centres undefined)	-12%
O=C(NCCc1ccc(C(F)(F)F)cc1)C1COc2ccccc2O1 (centres undefined)	5%
CC(OC(=O)c1ccc(NC(=O)CC#N)cc1)C(=O)Nc1ccc(Oc2ccccc2)cc1 (centres undefined)	1%[76.3 µM]
CC(C)[C@H](NC(=O)[C@@H]1CSC2c3ccccc3C(=O)N21)C(=O)NC1CCCCC1 (some centres undefined)	0%[76.3 µM]
O=C(CCCN1C(=O)/C(=C/c2ccccc2)SC1=S)N1CCOCC1	1%
CCCCCCCC(=O)Nc1cc(C(=O)NCCC)ccc1N1CCC2(CC1)CC(c1ccccc1)=NO2	6%[76.3 µM]
Cc1ccc(N2CC(O)Cn3c2nc2c3c(=O)n(C)c(=O)n2C)cc1 (centres undefined)	0%
O=C(O)C1CCN(C(=O)c2ccc3c(c2)OCO3)CC1	-8%[76.3 µM]
O=C(CC1C(=O)NCCN1Cc1cccc(C(F)(F)F)c1)NCCCOc1cccnc1 (centres undefined)	3%[76.3 µM]
Cc1nc(CC(=O)Nc2nccs2)cs1	3%
CCOc1cc(/C=C(\C#N)C(=O)Nc2cccc(C(=O)O)c2)ccc1OCc1ccc(Br)cc1	7%[76.3 µM]
O=S1(=O)CCOCCCN1Cc1ccc(Cl)cc1	7%[76.3 µM]
O=C(NC1CC2CCCC(C1)N2C(=O)Nc1ccccc1Cl)C1CC1 (centres undefined)	-9%[76.3 µM]
CCOc1ccc(C(=O)Nc2nnc(S(=O)(=O)Nc3ccccc3C)s2)cc1	-4%[76.3 µM]
Cc1ccc(S(=O)(=O)NCCN2CCOCC2)s1	-2%[76.3 µM]
Clc1ccc2c(NCc3cccs3)ncnc2c1	-6%
CC1CCC2C(=O)N(c3cccc(C(=O)Nc4ccccc4Cl)c3)C(=O)C2C1 (centres undefined)	2%[76.3 µM]
O=C(Cn1nnc(-c2ccccc2Cl)n1)N1CCCCC1	-10%[76.3 µM]
